Assay outcomes deposited in PubChem BioAssay by The Scripps Research Institute Molecular Screening Center.
MITF inh = MITF inhibitors, primary screen, biochemical, AlphaScreen, human. Microphthalmia-associated transcription factor (Homo sapiens), O75030. AlphaScreen MITF homodimerization, bead proximity signal. inhibition, % at 2.6 µM. actives 0.91% (n = 650,000). AID 1259374, 2018; in the data active = inhibition above about 50%;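 note: 0% = vehicle wells with protein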
Target sequence (O75030 whole entry, looked up): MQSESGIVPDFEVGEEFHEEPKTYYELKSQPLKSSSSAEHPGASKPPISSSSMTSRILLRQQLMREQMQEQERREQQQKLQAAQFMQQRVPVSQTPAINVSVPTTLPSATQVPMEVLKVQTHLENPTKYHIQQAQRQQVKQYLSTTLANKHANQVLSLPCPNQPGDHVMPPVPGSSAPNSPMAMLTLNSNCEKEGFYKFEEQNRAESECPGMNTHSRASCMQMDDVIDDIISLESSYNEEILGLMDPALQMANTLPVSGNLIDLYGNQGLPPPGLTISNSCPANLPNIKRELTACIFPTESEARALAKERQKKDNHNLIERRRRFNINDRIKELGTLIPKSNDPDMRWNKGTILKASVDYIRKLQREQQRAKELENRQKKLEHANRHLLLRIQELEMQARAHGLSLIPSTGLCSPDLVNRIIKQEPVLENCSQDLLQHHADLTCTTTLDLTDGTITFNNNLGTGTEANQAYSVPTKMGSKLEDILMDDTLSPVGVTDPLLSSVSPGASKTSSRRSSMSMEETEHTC
FBW7 activator = FBW7 E3 ligase activators, primary screen, biochemical, AlphaScreen, human. F-box/WD repeat-containing protein 7 (Homo sapiens), Q969H0. actives 0.13% (n = 650,000). AID 1259310, 2017. normalized activity (activation), % at 26.1 µM. AlphaScreen FBW7–phospho-cyclin E peptide binding, activator screen; in the data active = normalized activity above about 1.9%;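 note: purified mutant Fbw7 with reduced substrate affinity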
GPR151 activ = activators of human GPR151, primary screen, cell-based, PathHunter beta-arrestin, luminescence. actives 1% (n = 650,000). G-protein coupled receptor 151 (Homo sapiens), Q8TDV0. PathHunter beta-arrestin GPR151 cells. AID 1508602, 2020. activation, % at 11.2 µM; in the data active = activation above about 4.9%;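 note: 0% = median of compound wells and 100% = cells with positive control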
Target sequence (Q8TDV0 whole entry, looked up): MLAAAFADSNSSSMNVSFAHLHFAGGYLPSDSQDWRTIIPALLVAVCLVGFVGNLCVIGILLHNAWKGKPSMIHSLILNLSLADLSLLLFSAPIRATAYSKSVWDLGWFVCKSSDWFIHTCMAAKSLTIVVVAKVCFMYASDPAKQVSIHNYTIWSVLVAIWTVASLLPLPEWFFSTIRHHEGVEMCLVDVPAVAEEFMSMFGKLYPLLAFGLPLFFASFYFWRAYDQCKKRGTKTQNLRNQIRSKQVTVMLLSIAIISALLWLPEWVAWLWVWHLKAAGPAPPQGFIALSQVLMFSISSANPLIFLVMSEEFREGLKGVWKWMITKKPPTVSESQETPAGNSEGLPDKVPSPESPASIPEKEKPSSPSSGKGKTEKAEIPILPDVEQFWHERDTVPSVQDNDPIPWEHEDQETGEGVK
TEAD-YAP block = TEAD-YAP interaction inhibition, primary screen, TEAD-YAP interaction inhibitor project, luminescence, HEK-TIYL cells. TEAD-Gal4/YAP UAS-luciferase luminescence. actives 1.4% (n = 640,000). inhibition, % at 9.12 µM; in the data active = inhibition above about 32%;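 note: 0% = median of test compound wells and 100% = reference inhibitor wells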
An asterisk follows results filed as active.

SMILES | MITF inh | FBW7 activator | GPR151 activ | TEAD-YAP block
COC(=O)c1c(-c2ccccc2)csc1NC(=O)c1cc2cccc(OC)c2oc1=O | 11 | 0.0 | -0.3 | 19
CCOC(=O)C1CCCN(C(=O)c2cc(C(=O)OC)cc([N+](=O)[O-])c2)C1 (stereo not given) | 13 | 0.1 | 1.5 | -8
COc1cc(NC(=O)c2c(C)[nH]c(C(C)=O)c2C)cc(OC)c1 | 22 | 0.5 | -0.5 | 13
OCCN(CCO)c1cc(-n2nc(-c3ccccc3)cc2-c2ccccc2)ncn1 | -15 | 0.1 | 1.3 | -5
CCOC(=O)c1c(-c2c(Cl)cccc2Cl)noc1C | -4 | 0.5 | 0.3 | -2
O=C1N/C(=C\c2ccc(N3CCCC3)cc2)C(=O)N1Cc1ccc([N+](=O)[O-])cc1 | 9 | -0.1 | -1.0 | 16
O=C(CN1C(=O)S/C(=C\c2ccccc2)C1=O)NNC(=O)c1ccccc1O | 0 | 0.0 | 0.7 | 3
CCN(CC)CCNc1nc2c(c(=O)n(C)c(=O)n2C)n1C/C=C(/C)Cl | 4 | -0.1 | 0.4 | 8
N#Cc1nnc2cc(-c3ccc(Br)cc3)nn2c1N | -11 | -0.1 | 1.0 | -13
CCC(=O)Nc1nnc(SCc2ccc(C(F)(F)F)cc2)s1 | 5 | 0.0 | -0.4 | 2

4 entries from above in another layout:
Each structure is followed by: MITF inh | FBW7 activator | GPR151 activ | TEAD-YAP block
COc1cc(NC(=O)c2c(C)[nH]c(C(C)=O)c2C)cc(OC)c1
    22 | 0.5 | -0.5 | 13
OCCN(CCO)c1cc(-n2nc(-c3ccccc3)cc2-c2ccccc2)ncn1
    -15 | 0.1 | 1.3 | -5
CCOC(=O)c1c(-c2c(Cl)cccc2Cl)noc1C
    -4 | 0.5 | 0.3 | -2
O=C1N/C(=C\c2ccc(N3CCCC3)cc2)C(=O)N1Cc1ccc([N+](=O)[O-])cc1
    9 | -0.1 | -1.0 | 16

In the list so far, these contain nitrogen in an aromatic ring.
SMILES | MITF inh | FBW7 activator | GPR151 activ | TEAD-YAP block
COc1cc(NC(=O)c2c(C)[nH]c(C(C)=O)c2C)cc(OC)c1 | 22 | 0.5 | -0.5 | 13
OCCN(CCO)c1cc(-n2nc(-c3ccccc3)cc2-c2ccccc2)ncn1 | -15 | 0.1 | 1.3 | -5
CCOC(=O)c1c(-c2c(Cl)cccc2Cl)noc1C | -4 | 0.5 | 0.3 | -2
CCN(CC)CCNc1nc2c(c(=O)n(C)c(=O)n2C)n1C/C=C(/C)Cl | 4 | -0.1 | 0.4 | 8
N#Cc1nnc2cc(-c3ccc(Br)cc3)nn2c1N | -11 | -0.1 | 1.0 | -13
CCC(=O)Nc1nnc(SCc2ccc(C(F)(F)F)cc2)s1 | 5 | 0.0 | -0.4 | 2

(listing goes on)
SMILES | MITF inh | FBW7 activator | GPR151 activ | TEAD-YAP block
c1ccc(CN2CCC(c3nnc(-c4ccccc4)o3)CC2)cc1 | -5 | -0.2 | -0.9 | 5
O=C1CCCN1CCn1cnc2c(Nc3ccc(N4CCOCC4)cc3)nc(N3CCCC3CO)nc21 (stereo not given) | 13 | -0.1 | -1.4 | -14
Cc1cc(C(=O)Nc2nnc(-c3cccs3)s2)c(C)o1 | 5 | -0.2 | 0.4 | -35
CCN(CC)C1=CC(=[N+]2CCCC2)CC(C)(C)C1 | 10 | 0.1 | 1.3 | 60*
CC1CCN(C(=O)c2nn(C)c(=O)c3ccccc23)CC1 | 9 | 0.1 | -1.0 | -7
COc1cccc(C(=O)N2CCN(S(=O)(=O)c3ccc(Cl)cc3)CC2)c1OC | 1 | 0.0 | -0.8 | -8
Cc1ccc(N2C3=C(C(=O)CC(C)(C)C3)C(c3ccc(Br)cc3)C3=C2CC(C)(C)CC3=O)cc1C | 8 | -0.1 | -0.9 | -1
O=c1c(-c2ccc(Br)cc2)coc2cc(O)cc(O)c12 | 13 | 0.7 | -0.2 | -19
O=S(=O)(Nc1ccccc1F)c1ccc2nsnc2c1 | 20 | -0.1 | -0.5 | 7
Cc1ccc([N+](=O)[O-])cc1NC(=O)CN1CCC(n2nnc3ccccc32)CC1 | 16 | 0.1 | 0.0 | -6
C/C(CC(=O)NCc1ccccc1Cl)=N/NC(=O)c1ccccn1 | -2 | -0.4 | -2.3 | -34
CCc1ccc(-n2c(=S)[nH]c3ccsc3c2=O)cc1 | -1 | -0.3 | 1.8 | -3
CN1CCN(C(=O)c2ccc(-c3nc(NC4CC4)c4ncn(-c5ccccc5)c4n3)cc2)CC1 | 3 | 0.0 | 1.6 | 41*
CCN(CC)C(=O)CSc1nc2c(sc(=S)n2-c2ccc(C)cc2C)c(=O)[nH]1 | 2 | -0.1 | 0.0 | 4
COc1ccc(NC(=O)CSc2nnc(N)s2)c(OC)c1 | -13 | 0.1 | -0.8 | -13
CC(C)(C)C(=O)COC(=O)CCc1nc2ccccc2s1 | -4 | 0.0 | 0.8 | -5
CC1C(c2ccc(F)cc2)=[N+]([O-])C(C)(c2ccc(Br)cc2)N1O (stereo not given) | -7 | 0.2 | -1.3 | -13
O=C(NC1CC1)c1ccc(-c2nc(Nc3ccccc3)c3ncn(CCN4CCCC4=O)c3n2)cc1 | -1 | -0.1 | 0.8 | 4
Nc1cc(N2CCN(c3ccccn3)CC2)nc(N)n1 | 3 | 0.1 | -0.1 | -8
O=C(CSc1nc2ccccc2[nH]1)Nc1nc2c(ccc3ccccc32)s1 | 1 | -0.2 | 1.2 | 8
Cc1[nH]nc(-c2ccccc2)c1Sc1ccccc1 | 0 | -0.1 | 0.3 | 3
COc1ccc(O)c(/C=N/Nc2nc(N3CCCCC3)nc(N3CCCCC3)n2)c1 | 2 | -0.1 | 0.7 | -5
COc1ccc2[nH]c(=O)c(CN(Cc3cccnc3)Cc3nnnn3C(C)(C)C)cc2c1 | 11 | -0.1 | 0.2 | 15
CC(C)N(CCNC(=O)c1ccnc(N2CCN(Cc3ccc4c(c3)OCO4)CC2)c1)C(C)C | -16 | 0.0 | -1.4 | 1
O=C(NCC(c1cccnc1)N1CCN(c2ccc(F)cc2)CC1)C1CCCCC1 (stereo not given) | 6 | -0.1 | 0.3 | -4
Cc1ccc(-n2c(Cc3cccs3)nnc2SCC(N)=O)cc1 | -2 | -0.1 | -0.2 | 0
O=C(Nc1nnc(SCc2ccc(F)cc2)s1)c1cn2ccccc2n1 | 5 | -0.5 | -1.5 | -27
CCOc1ccc(C2=NN3C(C2)c2cc(Cl)ccc2OC3c2ccc(OC)cc2)cc1 (stereo not given) | 19 | 0.7 | -1.5 | 7
COc1ccc(-c2cn(-c3ccc(OC)cc3)c(SCC(=O)Nc3ccccc3)n2)cc1 | 1 | -0.2 | -0.4 | -29
COc1ccccc1C(=O)NC(NCCC12CC3CC(CC(C3)C1)C2)(C(F)(F)F)C(F)(F)F | -3 | 0.0 | -0.1 | -6
CN1CCN(CCCNC2CC(=O)N(c3ccc(F)cc3)C2=O)CC1 (stereo not given) | 6 | 0.1 | 0.2 | 5
C=Cn1cc[n+](CC(=O)c2ccc(Br)cc2)c1 | 2 | -0.2 | -0.8 | 2
COc1ccc(OCC(=O)NCCc2ccc(OC)c(OC)c2)cc1 | 1 | 0.0 | -1.7 | -13
C=CCNC(=O)CCC(=O)Nc1ccc(OC)cc1 | -2 | 0.2 | 0.0 | -2
C=CCN1C(=O)N(c2ccc(C)cc2)C(=O)C1CC(=O)Nc1cccc(F)c1 (stereo not given) | -5 | 0.2 | 0.1 | -13
COc1cc(Cl)c(CNC(C)c2ccccc2)cc1OC (stereo not given) | 13 | 0.2 | 2.2 | 2
CCCc1nc2c(=O)n(C)c(=O)nc-2n(C)n1 | -4 | -0.5 | -3.6 | 99*
COc1ccc2cc(CN(Cc3nnnn3CC3CCCO3)C3CCCC3)c(=O)[nH]c2c1 (stereo not given) | 6 | -0.1 | -0.5 | 7
CCOc1ccc(/C=N\NC(=O)c2c(C)nc3cc(C)ccn23)cc1 | -6 | -0.1 | -1.3 | 6
COc1ccc(CCN=C2NS(=O)(=O)c3ccccc32)cc1OC | 0 | -0.1 | -0.1 | 3
CCn1ccnc1CN(C)C(=O)c1ccc(OC2CCN(Cc3ccccn3)CC2)cc1 | 11 | 0.1 | -0.6 | 6
O=C(NCc1ccc(F)cc1)c1ccc(Cn2c(=S)[nH]c3ccccc3c2=O)cc1 | 0 | 0.0 | 0.1 | 10
COCCCNC(=O)C(CC(C)C)N1Cc2ccccc2C1=O (stereo not given) | -20 | 0.1 | 2.3 | 0
COc1cn(CC(=O)NC(C)C)c(CSc2nc(C)cs2)cc1=O | -2 | 0.0 | -0.3 | 2
O=C(NCC1C2CC3CC(C2)CC1C3)c1ccc(CN2CCCCC2)[nH]c1=O (stereo not given) | -1 | -0.1 | 0.4 | 1
COCC(=O)Nc1sc2c(c1C(=O)OC)CCC(C(C)(C)C)C2 (stereo not given) | 8 | 0.1 | 0.1 | -4
CN1CCN(c2ccc(CNC(=O)c3ccco3)cc2)CC1 | 10 | 0.0 | -1.0 | -8
O=C(NC1CCCCC1)c1cccc(NC2=NC3CS(=O)(=O)CC3S2)c1 (stereo not given) | 16 | 0.1 | 0.2 | 3
O=C(NNC(=O)c1cc2occc2[nH]1)Nc1ccccc1Cl | 4 | -0.3 | 0.2 | -4
CCSCCOC(=O)C1=C(C)NC(=O)NC1c1cc(Cl)c(O)c(OC)c1 (stereo not given) | 8 | 0.1 | 0.7 | 10

Carrying on:
SMILES | MITF inh | FBW7 activator | GPR151 activ | TEAD-YAP block
c1ccc(-c2ccnc(Nc3ccc(-n4ccnn4)cc3)n2)cc1 | 13 | 0.2 | -0.6 | -24
N#CCC(=O)c1ccc(N2CCOCC2)c(F)c1 | 11 | 0.0 | -0.2 | -5
Cc1onc(-c2c(Cl)cccc2Cl)c1C(=O)N1CCCCCC1 | 8 | 0.1 | -1.4 | 2
O=C1CSC(c2ccc(Cl)cc2)N1c1ccc(Oc2ccc(Cl)cc2)cc1 (stereo not given) | 1 | 0.0 | 1.8 | -8
CCC12CN3CC(CC)(CN(C1)C3c1ccc([N+](=O)[O-])o1)C2=O (stereo not given) | 0 | 0.1 | -2.7 | 0
CC1SC(C)C(=O)N(CC(=O)Nc2cccc(Cl)c2)C1=O (stereo not given) | -17 | -0.1 | 1.4 | -4
CC(Nc1ccccc1)C(=O)N1CCc2ccccc21 (stereo not given) | 9 | 0.0 | -0.7 | -24
CC1=C(C(=O)OCc2ccccc2)C(c2coc3ccc(Cl)cc3c2=O)C2=C(CCCC2=O)N1 (stereo not given) | 7 | -0.3 | 0.7 | 3
Cc1cccc2nc(CSc3ccc(Cl)cc3)cn12 | -14 | 0.0 | -1.4 | -68
CCOC(=O)C1(C)C=C(Nc2cccc(OC)c2)C(=O)N1c1ccccc1 (stereo not given) | 4 | 0.0 | 1.4 | 1
O=C(c1c[nH]c(=O)[nH]c1=O)N1Cc2ccccc2OC(c2ccccc2)C1 (stereo not given) | 11 | -0.1 | 0.3 | -18
COC(=O)c1ccc(OCCOc2cccc(OC)c2)cc1 | 1 | 0.2 | 0.2 | 4
COC(=O)CSc1sc(C(=O)OC)c(O)c1C(F)(F)F | 13 | 0.1 | 1.5 | 2
COc1cc(CN2CCC3(CCC(CNC(=O)c4ccco4)O3)CC2)cc(OC)c1 (stereo not given) | 18 | 0.1 | -0.6 | 7
Cc1nn(C)cc1-c1nc2cnccn2c1NCC1CCCO1 (stereo not given) | 14 | 0.5 | 0.4 | -2
CC(C)(C)NC(=O)CN(Cc1ccc2c(c1)OCO2)C(=O)CCC(=O)Nc1ccccn1 | 20 | 0.4 | 1.7 | 18
COC(=O)C1=CN(C(C)C)C=C(C(=O)OC)C1c1ccccc1OCc1ccccc1 | -8 | 0.8 | 0.0 | 4
Cc1cccc(Oc2ncnc3sc4c(c23)CCCC4)c1 | -8 | 0.0 | -0.2 | 4
CC(=O)c1cccc(NC(=O)c2cc(=O)c3ccccc3o2)c1 | -3 | 0.0 | 1.8 | -12
Cc1nnc(SCc2csc(-c3ccccc3)n2)n1N | -13 | 0.1 | 0.1 | -21
COCCNC(=O)C(=O)NCC1OCCN1S(=O)(=O)c1cc(F)ccc1F (stereo not given) | 5 | 0.3 | 0.1 | 3
CC1(C)CC2(C)N(N)C(=O)C(Cc3ccccc3)N2C(=S)N1 (stereo not given) | 16 | 0.0 | -0.4 | 5
COC(=O)N1CCC(C(=O)N(C)C(c2ccc(OC)cc2)c2ccccn2)CC1 (stereo not given) | -4 | 0.0 | -0.8 | -1
CCC(C)NC(=O)Cn1c(=O)oc2cc(Cl)ccc21 (stereo not given) | 13 | 0.4 | -1.1 | 6
CCOC(=O)C1=CN(Cc2ccc(F)cc2)C=C(C(=O)OCC)C1c1cccc(F)c1 | -14 | 0.6 | -0.7 | 2
CC(=O)/C(CN1CCCCC1)=N\O | -1 | 0.1 | -1.5 | 12
O=C1CC(c2ccc(Cl)cc2)CC2=C1C(c1ccc(Cl)cc1Cl)Nc1ccccc1N2 (stereo not given) | 12 | 0.0 | 0.1 | -4
C[C@@](O)(C(=O)Nc1ccc2[nH]ncc2c1)c1ccc(Br)cc1 | 1 | 0.1 | -0.7 | -5
O=[N+]([O-])c1ccccc1NC1CCCCC1 | 5 | -0.2 | 1.6 | 5
